Compound activity as filed in PubChem BioAssay.
TNAP inh noacc = inhibitors of human TNAP without phosphate acceptor. P05186. purified TNAP, CDP-star luminescence, 30 min. inhibition, % at 20 µM. 0.26% of 200,000 active. AID 1012;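 active means tissue-nonspecific alkaline phosphatase inhibition above about 50% at 20 µM in the single-dose screen, limit read from the data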;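 further: 0% = DMSO negative control and 100% = EDTA positive control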
Target sequence (P05186 whole entry, looked up): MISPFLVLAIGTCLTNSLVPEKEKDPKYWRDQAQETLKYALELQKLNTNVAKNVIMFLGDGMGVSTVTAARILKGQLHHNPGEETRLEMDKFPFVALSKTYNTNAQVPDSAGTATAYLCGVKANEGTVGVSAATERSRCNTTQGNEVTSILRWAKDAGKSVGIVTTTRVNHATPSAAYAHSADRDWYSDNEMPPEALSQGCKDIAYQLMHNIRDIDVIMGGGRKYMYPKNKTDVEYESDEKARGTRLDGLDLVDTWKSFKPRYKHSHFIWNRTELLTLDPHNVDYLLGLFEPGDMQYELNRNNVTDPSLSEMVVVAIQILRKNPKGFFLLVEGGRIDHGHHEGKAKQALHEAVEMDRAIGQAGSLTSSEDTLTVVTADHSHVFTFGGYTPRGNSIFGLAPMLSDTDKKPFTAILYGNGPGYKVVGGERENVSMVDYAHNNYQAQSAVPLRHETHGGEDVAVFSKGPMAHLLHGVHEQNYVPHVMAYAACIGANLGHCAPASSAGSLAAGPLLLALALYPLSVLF
bIAP inh = blocks bovine intestinal alkaline phosphatase activity. purified bovine IAP, CDP-star luminescence, 30 min. inhibition, % at 20 µM. 190,000 tested, under 10 active;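 active means over 50% inhibition of intestinal alkaline phosphatase at 20 µM in the single-dose screen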
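Incubation: 30 min reaction at room temperature / Material: purified bovine intestinal alkaline phosphatase (IAP) enzyme / Input: enzyme at 1/65,000,000 dilution / Dosing: 20 µM single dose / Signal: CDP-star luminescence signal / Reagent: CDP-star chemiluminescent phosphatase substrate, 30 µM final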
TNAP act hiacc = increases human TNAP activity under high phosphate acceptor concentration; P05186; purified TNAP, CDP-star luminescence, 1 M DEA, 30 min; active compounds read high; 0 = EDTA background, 1 = DMSO-only activity; activation factor at 20 µM; 200,000 tested, under 10 active; AID 1136;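 active means activation factor at least 2 at 20 µM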
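system = human TNAP | amount = enzyme diluted 1/800 final | reagent = 100 µM CDP-star substrate | signal = luminescent substrate turnover signal | dosing = one dose, 20 µM | benchmarks = EDTA negative control, DMSO positive control | measure = activation factor | timing = 30 min reaction, room temperature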
HMGR II inh = blocks class II HMG-CoA reductase of Enterococcus faecalis; purified E. faecalis HMGR, NADPH absorbance 340 nm kinetic; inhibition, % at 10 µM; 0.41% of 190,000 active; AID 1066;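 active means inhibition above a set limit, the median over all tested compounds plus 3 SD, cut at about 9.5% in these data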;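 further: enzyme runs in reverse so mevalonate oxidation gives rising NADPH absorbance; 0% = complete reaction with DMSO and 100% = background rate lacking mevalonate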
PPARg SRC-2 ag = PPARgamma-driven SRC-2 recruitment agonism; AID 1032; 0.34% of 200,000 active; P37231; PPARgamma LBD-SRC-2 recruitment, biochemical; activation, % at 8 µM; in the data active means activation above about 22%;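 further: 0% = vehicle and 100% = reference agonist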
Target sequence (P37231 whole entry, looked up, the tested form may be a part): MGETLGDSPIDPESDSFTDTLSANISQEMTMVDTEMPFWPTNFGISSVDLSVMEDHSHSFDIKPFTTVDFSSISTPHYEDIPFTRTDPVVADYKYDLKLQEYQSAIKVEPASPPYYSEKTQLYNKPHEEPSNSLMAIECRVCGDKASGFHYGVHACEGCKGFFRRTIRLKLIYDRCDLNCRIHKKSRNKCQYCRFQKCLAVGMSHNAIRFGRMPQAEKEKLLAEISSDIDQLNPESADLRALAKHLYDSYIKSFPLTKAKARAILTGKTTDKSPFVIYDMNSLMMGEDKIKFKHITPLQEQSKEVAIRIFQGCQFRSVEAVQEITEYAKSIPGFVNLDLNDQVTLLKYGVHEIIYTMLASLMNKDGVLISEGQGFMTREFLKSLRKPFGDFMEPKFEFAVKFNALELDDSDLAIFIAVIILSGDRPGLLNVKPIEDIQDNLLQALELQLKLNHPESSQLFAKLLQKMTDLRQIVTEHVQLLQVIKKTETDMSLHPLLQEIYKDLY
PPARg SRC3 recr = agonists of human PPARgamma SRC-3 coactivator recruitment; biochemical PPARgamma/SRC-3 coactivator recruitment assay; P37231; 0.26% of 200,000 active; AID 731; activation, % at 8 µM; in the data active means activation above about 23%;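 further: 0% = DMSO and 100% = reference agonist; some compounds past the cut are filed as inactive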
TNAP inh hiacc = blocks human TNAP under high phosphate acceptor concentration. AID 1135. purified TNAP, CDP-star luminescence, 1 M DEA. P05186. 0.03% of 200,000 active. inhibition, % at 20 µM;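 active means over 50% inhibition of tissue-nonspecific alkaline phosphatase at 20 µM in the single-dose screen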;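 further: plate controls were DMSO wells for no effect and EDTA-quenched wells as full inhibition for full effect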
PPARg SRC-1 ag = promotes SRC-1 coactivator recruitment by human PPARgamma. 0.41% of 200,000 active. PPARgamma-SRC-1 coactivator recruitment biochemical assay. P37231. activation, % at 8 µM. AID 631; in the data active means activation above about 19%;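 further: 0% = DMSO and 100% = reference agonist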
SRC2 TRFRET art = TR-FRET artefact, counter-screen to PPARgamma/SRC-2 agonist assay; TR-FRET ratio at 8 µM; active compounds read high; 0.4% of 200,000 active; in the data active means TR-FRET ratio above about 2000; further: inactives centre near 1500
bIAP activator = intestinal alkaline phosphatase (bovine) activation | purified bovine IAP, CDP-star luminescence, 30 min; active compounds read high; fold of DMSO-control signal, blank-subtracted | activation factor at 20 µM | 0.17% of 200,000 active;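 active means activation factor of 2 or more at 20 µM, a signal rise over negative controls twice the positive control's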
The depositor's hits bear a star.

O=C(NC1CCCc2c1cnn2-c1ccc(F)cc1F)c1cnccn1 (stereo not drawn) was read as TNAP inh noacc -7, bIAP inh -13, TNAP act hiacc 1.1, HMGR II inh 4, PPARg SRC-2 ag 2, PPARg SRC3 recr 2, TNAP inh hiacc -7, PPARg SRC-1 ag 2, SRC2 TRFRET art 1558 and bIAP activator 1.1.
For CCCn1nnnc1NC(=O)COc1ccc(Cl)c(C)c1 the results were TNAP inh noacc -10, bIAP inh -36, TNAP act hiacc 1, HMGR II inh -8, PPARg SRC-2 ag 2, PPARg SRC3 recr 4, TNAP inh hiacc 0, PPARg SRC-1 ag 6, SRC2 TRFRET art 1634 and bIAP activator 1.4.
For CCOC(=O)/C=C1\SCC(=O)N1CC(=O)NC(c1ccccc1)c1ccccc1 the results were TNAP inh noacc -53, bIAP inh 1, TNAP act hiacc 1.1, HMGR II inh -6, PPARg SRC-2 ag 10, PPARg SRC3 recr 1, TNAP inh hiacc -9, PPARg SRC-1 ag 0, SRC2 TRFRET art 1609 and bIAP activator 1.
Screening c1ccc(-c2ccccc2-c2nc(-c3cccnc3)no2)cc1 returned TNAP inh noacc 2, bIAP inh 6, TNAP act hiacc 1.1, HMGR II inh -7, PPARg SRC-2 ag 6, PPARg SRC3 recr 9, TNAP inh hiacc -5, PPARg SRC-1 ag 2, SRC2 TRFRET art 1726 and bIAP activator 0.9.
`Cc1cc(NS(=O)(=O)c2ccc(NC(=O)C(C)N3C(=O)c4ccccc4C3=O)cc2)nc(C)n1` (stereo not drawn) gave TNAP inh noacc -14, bIAP inh 11, TNAP act hiacc 1, HMGR II inh -3, PPARg SRC-2 ag -5, PPARg SRC3 recr -17, TNAP inh hiacc -5, PPARg SRC-1 ag -2, SRC2 TRFRET art 1433 and bIAP activator 0.9.
Screening Cc1nnc2n(Cc3ccccc3)c(=O)c3c4c(sc3n12)COC(C(C)C)C4 (stereo not drawn) returned TNAP inh noacc 5, bIAP inh -1, TNAP act hiacc 1, HMGR II inh 1, PPARg SRC-2 ag -1, PPARg SRC3 recr 8, TNAP inh hiacc -2, PPARg SRC-1 ag -3, SRC2 TRFRET art 1892 and bIAP activator 1.
`O=C(Nc1ccccc1N1CCN(c2ccccc2)CC1)C1CCCCC1` gave TNAP inh noacc -6, bIAP inh 10, TNAP act hiacc 1, TNAP inh hiacc -1 and bIAP activator 0.9.
Screening COc1ccccc1CN(CC(=O)NCc1ccco1)C(=O)CNS(=O)(=O)c1ccc(C)cc1 returned TNAP inh noacc -6, bIAP inh 21, TNAP act hiacc 1, HMGR II inh -4, PPARg SRC-2 ag 2, PPARg SRC3 recr -1, TNAP inh hiacc 0, PPARg SRC-1 ag -2, SRC2 TRFRET art 1421 and bIAP activator 0.8.
CCOC(=O)c1c(C)n(OCc2ccccc2)c2ccc3nonc3c12 was read as TNAP inh noacc -9, bIAP inh 12, TNAP act hiacc 1, HMGR II inh -5, PPARg SRC-2 ag 7, PPARg SRC3 recr 4, TNAP inh hiacc 1, PPARg SRC-1 ag 9, SRC2 TRFRET art 1537 and bIAP activator 0.9.
O=C(N/N=C/c1ccc2c(c1)OCO2)C(=O)Nc1ccc2ccccc2c1 was read as TNAP inh noacc -9, bIAP inh 1, TNAP act hiacc 1.1, HMGR II inh -4, PPARg SRC-2 ag 6, PPARg SRC3 recr 3, TNAP inh hiacc -5, PPARg SRC-1 ag 6, SRC2 TRFRET art 1619 and bIAP activator 1.
`Cc1ccc(NC(=O)CCS(=O)(=O)c2cccc3nonc23)cc1` gave TNAP inh noacc -8, bIAP inh 2, TNAP act hiacc 1, HMGR II inh -8, PPARg SRC-2 ag 5, PPARg SRC3 recr 4, TNAP inh hiacc -2, PPARg SRC-1 ag 6, SRC2 TRFRET art 1874 and bIAP activator 1.
Screening O=C(COc1nncc2ccccc12)Nc1ccc(F)c(F)c1 returned TNAP inh noacc -13, bIAP inh 0, TNAP act hiacc 1, HMGR II inh 2, PPARg SRC-2 ag 5, PPARg SRC3 recr -5, TNAP inh hiacc -2, PPARg SRC-1 ag 5, SRC2 TRFRET art 1678 and bIAP activator 1.
Screening O=C(Nc1ccccn1)c1ccc([N+](=O)[O-])cc1Cl returned TNAP inh noacc -6, bIAP inh -2, TNAP act hiacc 1, HMGR II inh 3, PPARg SRC-2 ag 6, PPARg SRC3 recr 1, TNAP inh hiacc -1, PPARg SRC-1 ag 8, SRC2 TRFRET art 1566 and bIAP activator 1.
`CC(C)(CO)NC(=O)CC1C(=O)NCCN1Cc1ccc(-c2ccccc2)cc1` (stereo not drawn) gave TNAP inh noacc -10, bIAP inh -23, TNAP act hiacc 1, HMGR II inh -5, PPARg SRC-2 ag -2, PPARg SRC3 recr 2, TNAP inh hiacc -5, PPARg SRC-1 ag -10, SRC2 TRFRET art 1621 and bIAP activator 1.2.
`CCN(CC)CCCN(C(=O)c1cccs1)c1nc(-c2ccc(OC)cc2)cs1` gave TNAP inh noacc -4, bIAP inh 8, TNAP act hiacc 1, HMGR II inh -5, PPARg SRC-2 ag -2, PPARg SRC3 recr -8, TNAP inh hiacc -2, PPARg SRC-1 ag -4, SRC2 TRFRET art 1431 and bIAP activator 0.9.
For CSc1ccc(Cl)c(C(=O)NCCOc2cc(C)ccc2C(C)C)c1 the results were TNAP inh noacc -13, bIAP inh 7, TNAP act hiacc 1, HMGR II inh -5, PPARg SRC-2 ag 5, PPARg SRC3 recr 1, TNAP inh hiacc -5, PPARg SRC-1 ag 7, SRC2 TRFRET art 1542 and bIAP activator 0.9.
Screening CCC(CC)C(=O)N(c1ccc(F)cc1)C1C=CS(=O)(=O)C1 (stereo not drawn) returned TNAP inh noacc -13, bIAP inh 10, TNAP act hiacc 1, HMGR II inh 1, PPARg SRC-2 ag 6, PPARg SRC3 recr 7, TNAP inh hiacc -2, PPARg SRC-1 ag -5, SRC2 TRFRET art 1478 and bIAP activator 0.9.
CC1(C)CC(=O)C(Br)=C(O)C1 was read as TNAP inh noacc -6, bIAP inh -9, TNAP act hiacc 1, HMGR II inh 0, PPARg SRC-2 ag 1, PPARg SRC3 recr 5, TNAP inh hiacc -2, PPARg SRC-1 ag 4, SRC2 TRFRET art 1569 and bIAP activator 1.1.
CCn1c(SCC(=O)Nc2nc3ccc(C)cc3s2)nc2c(c1=O)SC(C)C2 (stereo not drawn) was read as TNAP inh noacc -5, bIAP inh -14, TNAP act hiacc 1, HMGR II inh -1, PPARg SRC-2 ag 4, PPARg SRC3 recr 10, TNAP inh hiacc -1, PPARg SRC-1 ag -2, SRC2 TRFRET art 1809 and bIAP activator 1.1.
`Cn1c(=O)c2c(nc(CN3CCN(C(=O)c4ccco4)CC3)n2CCCc2ccccc2)n(C)c1=O` gave TNAP inh noacc -11, bIAP inh 4, TNAP act hiacc 1, HMGR II inh -1, PPARg SRC-2 ag -1, PPARg SRC3 recr -3, TNAP inh hiacc -4, PPARg SRC-1 ag -3, SRC2 TRFRET art 1504 and bIAP activator 1.

Of the compounds above, two have an aryl methoxy group:
Screening COc1ccccc1CN(CC(=O)NCc1ccco1)C(=O)CNS(=O)(=O)c1ccc(C)cc1 returned TNAP inh noacc -6, bIAP inh 21, TNAP act hiacc 1, HMGR II inh -4, PPARg SRC-2 ag 2, PPARg SRC3 recr -1, TNAP inh hiacc 0, PPARg SRC-1 ag -2, SRC2 TRFRET art 1421 and bIAP activator 0.8.
`CCN(CC)CCCN(C(=O)c1cccs1)c1nc(-c2ccc(OC)cc2)cs1` gave TNAP inh noacc -4, bIAP inh 8, TNAP act hiacc 1, HMGR II inh -5, PPARg SRC-2 ag -2, PPARg SRC3 recr -8, TNAP inh hiacc -2, PPARg SRC-1 ag -4, SRC2 TRFRET art 1431 and bIAP activator 0.9.

Back to the main list, starting two compounds before the break.
CCn1c(SCC(=O)Nc2nc3ccc(C)cc3s2)nc2c(c1=O)SC(C)C2 (stereo not drawn) was read as TNAP inh noacc -5, bIAP inh -14, TNAP act hiacc 1, HMGR II inh -1, PPARg SRC-2 ag 4, PPARg SRC3 recr 10, TNAP inh hiacc -1, PPARg SRC-1 ag -2, SRC2 TRFRET art 1809 and bIAP activator 1.1.
`Cn1c(=O)c2c(nc(CN3CCN(C(=O)c4ccco4)CC3)n2CCCc2ccccc2)n(C)c1=O` gave TNAP inh noacc -11, bIAP inh 4, TNAP act hiacc 1, HMGR II inh -1, PPARg SRC-2 ag -1, PPARg SRC3 recr -3, TNAP inh hiacc -4, PPARg SRC-1 ag -3, SRC2 TRFRET art 1504 and bIAP activator 1.
`CCc1ccc(NC(=O)CSc2ccccn2)cc1` gave TNAP inh noacc -2, bIAP inh 5, TNAP act hiacc 1, HMGR II inh 4, PPARg SRC-2 ag 11, PPARg SRC3 recr 4, TNAP inh hiacc -2, PPARg SRC-1 ag 11, SRC2 TRFRET art 1722 and bIAP activator 0.9.
`Cc1ccccc1-c1nc(CN2CCCC(C(=O)NCCCN3CCOCC3)C2)c(C)o1` (stereo not drawn) gave TNAP inh noacc 5, bIAP inh -3, TNAP act hiacc 1, HMGR II inh -7, PPARg SRC-2 ag 11, PPARg SRC3 recr 16, TNAP inh hiacc 0, PPARg SRC-1 ag 5, SRC2 TRFRET art 1484 and bIAP activator 1.
COc1cc(/C=N/NC(=O)C(C)n2nnc3ccccc32)ccc1O (stereo not drawn) was read as TNAP inh noacc -3, bIAP inh 6, TNAP act hiacc 1, HMGR II inh 1, PPARg SRC-2 ag 10, PPARg SRC3 recr 8, TNAP inh hiacc -4, PPARg SRC-1 ag 3, SRC2 TRFRET art 1500 and bIAP activator 0.9.
CCn1c(CNc2ccc(C)cc2)nnc1SCC(N)=O was read as TNAP inh noacc -9, bIAP inh 11, TNAP act hiacc 1, HMGR II inh 3, PPARg SRC-2 ag -1, PPARg SRC3 recr 0, TNAP inh hiacc -1, PPARg SRC-1 ag -6, SRC2 TRFRET art 1317 and bIAP activator 0.9.
Screening Cn1c(SCC(N)=O)nnc1C1CCN(S(=O)(=O)c2ccccc2C(F)(F)F)CC1 returned TNAP inh noacc -10, bIAP inh 8, TNAP act hiacc 1.1, HMGR II inh -5, PPARg SRC-2 ag 16, PPARg SRC3 recr -1, TNAP inh hiacc -6, PPARg SRC-1 ag 0, SRC2 TRFRET art 1588 and bIAP activator 0.9.
CN(C(=O)c1ccc2c(c1)C(=O)N(CCC1=CCCCC1)C2=O)C1CCCCC1 was read as TNAP inh noacc -4, bIAP inh -1, TNAP act hiacc 1, HMGR II inh -4, PPARg SRC-2 ag -8, PPARg SRC3 recr -8, TNAP inh hiacc -2, PPARg SRC-1 ag -5, SRC2 TRFRET art 1308 and bIAP activator 1.
COc1ccc(NC(=O)c2cnc(C)cn2)c2ncccc12 was read as TNAP inh noacc 1, bIAP inh -15, TNAP act hiacc 1, HMGR II inh -4, PPARg SRC-2 ag -10, PPARg SRC3 recr -10, TNAP inh hiacc -1, PPARg SRC-1 ag -2, SRC2 TRFRET art 1489 and bIAP activator 1.1.
Cc1noc(C)c1COC(=O)/C=C/c1ccccc1Cl was read as TNAP inh noacc 3, bIAP inh -1, TNAP act hiacc 1, HMGR II inh -5, PPARg SRC-2 ag 1, PPARg SRC3 recr -1, TNAP inh hiacc -3, PPARg SRC-1 ag 2, SRC2 TRFRET art 1690 and bIAP activator 1.
For O=C(O)CCCNC(=O)/C(=C\C=C\c1ccccc1)NC(=O)c1ccccc1Cl the results were TNAP inh noacc -7, bIAP inh -20, TNAP act hiacc 1, HMGR II inh 9, PPARg SRC-2 ag 5, PPARg SRC3 recr 3, TNAP inh hiacc -2, PPARg SRC-1 ag 14, SRC2 TRFRET art 1627 and bIAP activator 1.2.
